Assay outcomes (PubChem)
RTF Ca sens act = increases calcium sensitivity of human cardiac regulated thin filaments | P19429+P45379 | IANBD-labeled TnC RTF fluorescence at EC20 calcium; 0% EC20 calcium, 100% full calcium | activation, % at 7.2 µM | 340,000 tested, 0.24% active | AID 493008;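 active means activation above the mean over all tested compounds plus 3 SD, cut at about 30% in these data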;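 further: rise in fluorescence read as greater calcium sensitivity of cardiac thin filaments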
DAGLB inhibitor = blocks human DAGLB lipase activity; Q8NCG7; HEK293T DAGLB membrane lysate, EnzChek fluorogenic substrate; inhibition, % at 5.17 µM; 340,000 tested, 0.059% active; AID 504411; in the data active means inhibition above about 34%;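 further: 0% = enzyme with vehicle and 100% = wells lacking enzyme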
C-LANA FP = KSHV C-LANA DNA binding inhibition; 340,000 tested, 0.078% active; MBP-C-LANA/FAM-LBS DNA binding, fluorescence polarization; inhibition, % at 9 µM;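 active means highest replicate inhibition at or above 60% at 9 µM, even if other replicates fall short; inactive means all replicates below 60% inhibition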;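 further: 0% = neutral control wells and 100% = 4 µM acridine orange control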
PKA-R2B act = activates the human PKA-R2B holoenzyme complex. P22694+P31323. PKA-R2B holoenzyme dissociation, Cy5-IP20 fluorescence polarization; R2B truncated from residue 108, S112A mutant; 0% DMSO only, 100% 113 µM cGMP. activation, % at 11.4 µM. 340,000 tested, 0.079% active;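 active means activation above a cutoff set at the mean over all compounds plus 3 SD, cut at about 18% in these data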;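 further: higher means more holoenzyme dissociation and a rise in polarization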
CAL PDZ FP-1 = human CAL PDZ-peptide interaction inhibition; Q9HD26; purified CAL PDZ, TMR-peptide fluorescence polarization, 1 h; inhibition, % at 20 µM; 330,000 tested, 0.02% active; AID 504414;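 active means highest replicate inhibition of at least 40%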;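 further: plate controls were DMSO neutral control wells for no effect and unlabeled competitor peptide control wells for full effect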
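Material: tagged CAL PDZ protein CerCALP, purified; buffer or medium: sodium phosphate/NaCl buffer pH 7.4 with TCEP, IgG, Thesit; also added: fluorescent TMR peptide probe; schedule: 1 h incubation at room temperature before polarization reading; technique: fluorescence polarization from S- and P-plane intensities, G-factor corrected; control set: unlabelled peptide and DMSO controls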
Rtt109 HAT inh = C. albicans Rtt109 histone acetyltransferase inhibition; AID 540336; purified Rtt109/Vps75, ThioGlo CoA-SH fluorescence, 4 h; Q5AAJ8; 330,000 tested, 0.16% active; inhibition, % at 34.9 µM;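 active means inhibition of at least 50% in every replicate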
Target sequence (Q5AAJ8 whole entry, looked up): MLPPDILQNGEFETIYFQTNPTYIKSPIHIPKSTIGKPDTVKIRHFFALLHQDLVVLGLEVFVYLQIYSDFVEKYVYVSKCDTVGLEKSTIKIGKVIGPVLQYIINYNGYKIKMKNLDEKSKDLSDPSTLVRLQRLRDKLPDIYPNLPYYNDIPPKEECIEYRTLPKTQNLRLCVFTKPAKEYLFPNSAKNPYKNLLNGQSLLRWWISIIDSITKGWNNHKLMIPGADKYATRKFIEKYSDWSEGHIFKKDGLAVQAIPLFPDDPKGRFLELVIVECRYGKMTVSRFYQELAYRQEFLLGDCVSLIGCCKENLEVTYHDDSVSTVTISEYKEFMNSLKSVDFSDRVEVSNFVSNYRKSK
Keap1 Nrf2 FP = Keap1-Nrf2 (human) interaction inhibition; Q14145; inhibition, % at 9.4 µM; 340,000 tested, 0.15% active; Keap1 Kelch-Nrf2 peptide fluorescence polarization, 1536-well; in the data active means inhibition above about 12%;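 further: human Keap1 Kelch domain with fluorescein labeled Nrf2 9mer peptide probe; 0% = neutral control wells and 100% = peptide positive control; higher means more block of Keap1 binding to Nrf2 peptide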
Target sequence (Q14145 whole entry, looked up, the tested form may be a part): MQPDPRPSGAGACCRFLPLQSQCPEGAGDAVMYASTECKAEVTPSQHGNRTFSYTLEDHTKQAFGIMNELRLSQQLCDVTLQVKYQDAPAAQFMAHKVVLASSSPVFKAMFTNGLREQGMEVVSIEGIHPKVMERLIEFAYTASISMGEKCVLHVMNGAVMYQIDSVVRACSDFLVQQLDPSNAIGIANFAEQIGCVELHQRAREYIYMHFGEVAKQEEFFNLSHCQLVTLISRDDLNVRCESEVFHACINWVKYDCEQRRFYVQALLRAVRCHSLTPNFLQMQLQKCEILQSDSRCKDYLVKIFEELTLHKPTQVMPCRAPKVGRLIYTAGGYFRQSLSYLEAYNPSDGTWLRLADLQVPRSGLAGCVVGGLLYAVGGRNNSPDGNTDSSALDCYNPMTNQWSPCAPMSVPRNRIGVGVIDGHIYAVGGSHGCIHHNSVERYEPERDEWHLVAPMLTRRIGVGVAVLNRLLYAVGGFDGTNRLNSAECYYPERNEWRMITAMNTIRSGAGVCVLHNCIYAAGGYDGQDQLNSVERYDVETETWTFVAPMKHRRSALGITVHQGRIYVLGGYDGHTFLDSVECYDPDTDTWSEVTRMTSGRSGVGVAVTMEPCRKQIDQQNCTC
CAL PDZ FP-2 = CAL PDZ (human) peptide binding inhibition. purified CAL PDZ, TMR-peptide fluorescence polarization, 1 h. inhibition, % at 24.9 µM. 300,000 tested, 0.92% active. AID 602252;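 active means mean inhibition of at least 30% with at least half of replicates also reaching 30%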;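 further: 0% = DMSO neutral control and 100% = excess unlabeled competitor peptide PRC23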
Cardiac RTF inh = cardiac RTF calcium desensitization; P19429+P45379; IANBD-labeled cardiac RTF, Ca2+ fluorescence; inhibition, % at 7.15 µM; 340,000 tested, 0.12% active; AID 493244;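 active means inhibition above the mean inhibition of all tested compounds plus 3 SD, cut at about 17% in these data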;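 further: assay run at fixed EC70 calcium of 1.6 mM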
SR-BI uptake up = activators of SR-BI mediated HDL lipid uptake. activation, % at 12.5 µM. CHO ldlA[mSR-BI] cells, DiI-HDL uptake fluorescence, 3 h; 100 = double the neutral-control signal. 320,000 tested, 0.096% active;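 active means mean replicate activation of at least 60% and every replicate at or above 60%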;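 further: 0% = median plate neutral-control signal and 100% = twice that signal; values of inactives mirror those of a sister screen read the other way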
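Material: SR-BI-overexpressing, LDLR-lacking CHO cells | Dosing: Single compound concentration, delivered by pin transfer | Probe or stimulus: Labelled HDL, 10 µg/mL | Signal: Bottom-read cell fluorescence after medium removal, ex 550/em 595 nm | Schedule: 3 h, 37 °C | Evaluation: HDL uptake via cellular fluorescence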
* = called active by the depositor.

How did Cc1cc(C(=O)CSc2nncs2)c(C)n1-c1ccc2c(c1)OCO2 do in these assays?
RTF Ca sens act: 5.1; DAGLB inhibitor: 0.7; C-LANA FP: 0.1; PKA-R2B act: 1.1; CAL PDZ FP-1: -2.0; Rtt109 HAT inh: 39.4; Keap1 Nrf2 FP: -0.1; CAL PDZ FP-2: -0.7; Cardiac RTF inh: 3.9; SR-BI uptake up: 0.3

Results for CCCCN(C)C(=O)c1nc2ccccn2c1CN1CCN(C(=O)c2cccs2)CC1 ?
RTF Ca sens act: 1.3; DAGLB inhibitor: -1.6; C-LANA FP: -0.5; PKA-R2B act: -1.9; CAL PDZ FP-1: -2.0; Rtt109 HAT inh: 0.5; Keap1 Nrf2 FP: -1.6; CAL PDZ FP-2: -3.7; Cardiac RTF inh: -12.1; SR-BI uptake up: 9.0

How did NNC(=O)c1cc2ccccc2[nH]1 do in these assays?
RTF Ca sens act: 10.3; DAGLB inhibitor: -2.8; C-LANA FP: -0.7; PKA-R2B act: -13.5; CAL PDZ FP-1: 1.5; Rtt109 HAT inh: 3.2; Keap1 Nrf2 FP: -0.2; CAL PDZ FP-2: -2.5; Cardiac RTF inh: 0.2; SR-BI uptake up: 9.2

What do the screens show for `Cc1cc(C)n(CCCNC(=O)COc2ccc([N+](=O)[O-])cc2)n1`?
RTF Ca sens act: 4.2; DAGLB inhibitor: -1.7; C-LANA FP: 0.2; PKA-R2B act: -7.6; CAL PDZ FP-1: 0.1; Rtt109 HAT inh: -5.5; Keap1 Nrf2 FP: 4.0; CAL PDZ FP-2: -2.2; Cardiac RTF inh: -7.2; SR-BI uptake up: -2.1

How did O=C(O)c1ccccc1S(=O)(=O)Cc1ccccc1 do in these assays?
RTF Ca sens act: 2.6; DAGLB inhibitor: 0.0; C-LANA FP: -3.0; PKA-R2B act: -4.0; CAL PDZ FP-1: -0.3; Rtt109 HAT inh: 8.1; Keap1 Nrf2 FP: 1.1; CAL PDZ FP-2: -2.9; Cardiac RTF inh: 4.0; SR-BI uptake up: -14.5

Results for CC(=O)Nc1ccc(C(=O)COC(=O)c2c(C)noc2C)c(F)c1 ?
RTF Ca sens act: 0.2; DAGLB inhibitor: 0.3; C-LANA FP: 1.4; PKA-R2B act: -6.1; CAL PDZ FP-1: 0.3; Rtt109 HAT inh: -1.6; Keap1 Nrf2 FP: -1.6; CAL PDZ FP-2: 1.2; Cardiac RTF inh: -2.5; SR-BI uptake up: -0.8

Results for COc1cccc(NC(=O)Nc2ccc(C(C)(C)C)cc2)c1 ?
RTF Ca sens act: 0.4; DAGLB inhibitor: -4.2; C-LANA FP: 0.2; PKA-R2B act: -4.4; CAL PDZ FP-1: -0.4; Rtt109 HAT inh: 14.7; Keap1 Nrf2 FP: -2.7; CAL PDZ FP-2: -1.1; Cardiac RTF inh: -1.1; SR-BI uptake up: -18.6

How did COc1ccc(S(=O)(=O)n2nc(OC(=O)c3ccco3)cc2N)cc1 do in these assays?
RTF Ca sens act: -1.2; DAGLB inhibitor: 7.5; C-LANA FP: -2.7; PKA-R2B act: 0.9; CAL PDZ FP-1: -1.1; Rtt109 HAT inh: 5.2; Keap1 Nrf2 FP: -27.1; CAL PDZ FP-2: -2.0; Cardiac RTF inh: -10.4; SR-BI uptake up: 8.2

What do the screens show for `Nc1ccc(Nc2nc(-c3cc4ccccc4oc3=O)cs2)cc1`?
RTF Ca sens act: 2.1; DAGLB inhibitor: 9.6; C-LANA FP: -0.9; PKA-R2B act: 6.5; CAL PDZ FP-1: -0.4; Rtt109 HAT inh: -4.7; Keap1 Nrf2 FP: 1.9; CAL PDZ FP-2: 48.4*; Cardiac RTF inh: 5.1; SR-BI uptake up: -31.1

What do the screens show for `CN(C(=O)COC(=O)CNC(=O)c1ccc(C(C)(C)C)cc1)c1c(N)n(Cc2ccccc2)c(=O)[nH]c1=O`?
RTF Ca sens act: -3.6; DAGLB inhibitor: -0.6; C-LANA FP: 1.5; PKA-R2B act: -1.2; CAL PDZ FP-1: 0.7; Rtt109 HAT inh: 7.9; Keap1 Nrf2 FP: -2.5; CAL PDZ FP-2: -3.1; Cardiac RTF inh: -5.7; SR-BI uptake up: 14.8

What do the screens show for `COc1ccc(NC(=O)NC2(C(=O)N3CCN4CCCC4C3)CCCCC2)cc1` (stereo not given)?
RTF Ca sens act: -2.3; DAGLB inhibitor: 0.8; C-LANA FP: 0.4; PKA-R2B act: 14.0; CAL PDZ FP-1: -1.2; Rtt109 HAT inh: -4.0; Keap1 Nrf2 FP: 1.5; CAL PDZ FP-2: -1.4; Cardiac RTF inh: -35.7; SR-BI uptake up: 16.5

Results for CCN(CC)c1nc(Nc2ccccc2)nc(Oc2ccc(=O)n(C)n2)n1 ?
RTF Ca sens act: -1.6; DAGLB inhibitor: 2.9; C-LANA FP: -1.7; PKA-R2B act: 1.6; CAL PDZ FP-1: -4.1; Rtt109 HAT inh: -6.4; Keap1 Nrf2 FP: -3.3; CAL PDZ FP-2: -3.3; Cardiac RTF inh: -3.5; SR-BI uptake up: -15.6

Results for CCc1c(N)nc(N)nc1Nc1ccccc1C ?
RTF Ca sens act: -4.2; DAGLB inhibitor: -1.5; C-LANA FP: -4.8; PKA-R2B act: -1.1; CAL PDZ FP-1: 0.1; Rtt109 HAT inh: -4.4; Keap1 Nrf2 FP: 3.7; CAL PDZ FP-2: -2.9; Cardiac RTF inh: 1.9

Results for O=c1[nH]c2ccc(S(=O)(=O)N3CCCCC3)cc2s1 ?
RTF Ca sens act: -1.4; DAGLB inhibitor: -1.3; C-LANA FP: -0.6; PKA-R2B act: -2.7; CAL PDZ FP-1: -0.4; Rtt109 HAT inh: -2.2; Keap1 Nrf2 FP: -3.4; CAL PDZ FP-2: 0.0; Cardiac RTF inh: -5.0; SR-BI uptake up: 11.5

Results for S=c1nc(C23CC4CC(CC(C4)C2)C3)[nH][nH]1 ?
RTF Ca sens act: 0.2; DAGLB inhibitor: -1.3; C-LANA FP: -0.5; PKA-R2B act: -5.3; CAL PDZ FP-1: -0.2; Rtt109 HAT inh: -2.5; Keap1 Nrf2 FP: -4.9; CAL PDZ FP-2: -3.8; Cardiac RTF inh: 0.8; SR-BI uptake up: 5.8

What do the screens show for `Cc1cccc(-c2noc(CCC(=O)NCC3CCCO3)n2)c1` (stereo not given)?
RTF Ca sens act: -4.7; DAGLB inhibitor: -0.8; C-LANA FP: 0.3; PKA-R2B act: -4.7; CAL PDZ FP-1: -0.4; Rtt109 HAT inh: -2.4; Keap1 Nrf2 FP: 1.7; CAL PDZ FP-2: -4.0; Cardiac RTF inh: 1.8; SR-BI uptake up: 7.9

How did OCC1CCCN(c2nc(CN3CCCCC3)nc3scc(-c4ccccc4)c23)C1 (stereo not given) do in these assays?
RTF Ca sens act: 1.4; DAGLB inhibitor: 1.9; C-LANA FP: 1.6; PKA-R2B act: 2.6; CAL PDZ FP-1: -0.7; Rtt109 HAT inh: 5.8; Keap1 Nrf2 FP: -0.6; CAL PDZ FP-2: -6.4; Cardiac RTF inh: -1.4; SR-BI uptake up: 4.4

How did CCCCOc1ccc(C(=O)NCCCC(=O)N2CCCCC2)cc1 do in these assays?
RTF Ca sens act: 4.1; DAGLB inhibitor: -0.3; C-LANA FP: 0.7; PKA-R2B act: -7.3; CAL PDZ FP-1: -1.2; Keap1 Nrf2 FP: -1.4; CAL PDZ FP-2: -4.9; Cardiac RTF inh: -14.6; SR-BI uptake up: 22.2

How did Cc1cc(NC(=O)CSc2nccn2-c2ccc(F)cc2)no1 do in these assays?
RTF Ca sens act: -3.2; DAGLB inhibitor: 0.1; C-LANA FP: 0.1; PKA-R2B act: -6.7; CAL PDZ FP-1: 0.7; Rtt109 HAT inh: -2.0; Keap1 Nrf2 FP: -5.8; Cardiac RTF inh: -0.8; SR-BI uptake up: -15.8

How did COc1cccc(C(=O)Nc2cccc3cccnc23)c1OC do in these assays?
RTF Ca sens act: 0.5; DAGLB inhibitor: 0.6; C-LANA FP: 0.6; PKA-R2B act: -8.8; CAL PDZ FP-1: 1.4; Rtt109 HAT inh: -7.4; Keap1 Nrf2 FP: 5.3; CAL PDZ FP-2: -0.4; Cardiac RTF inh: -2.0; SR-BI uptake up: -13.3

What do the screens show for `Cc1ccc(-n2c(SCC(=O)N(C)C3CCS(=O)(=O)C3)nc3ccccc3c2=O)cc1` (stereo not given)?
RTF Ca sens act: 10.7; DAGLB inhibitor: -0.3; C-LANA FP: -2.5; PKA-R2B act: 5.9; CAL PDZ FP-1: -0.3; Rtt109 HAT inh: 5.3; Keap1 Nrf2 FP: -2.7; Cardiac RTF inh: -5.6; SR-BI uptake up: 7.8

What do the screens show for `CSc1nc2nc(C(F)(F)F)cc(-c3ccccc3)n2n1`?
RTF Ca sens act: -0.5; DAGLB inhibitor: -7.8; C-LANA FP: -0.1; PKA-R2B act: -5.4; CAL PDZ FP-1: -1.4; Rtt109 HAT inh: -6.7; Keap1 Nrf2 FP: 0.5; CAL PDZ FP-2: -3.4; Cardiac RTF inh: 0.0; SR-BI uptake up: -8.2

What do the screens show for `CCOc1ccc(-c2ccc(SC)nn2)cc1`?
RTF Ca sens act: -4.3; DAGLB inhibitor: -6.0; C-LANA FP: -0.2; PKA-R2B act: -1.5; CAL PDZ FP-1: -1.4; Rtt109 HAT inh: -0.8; Keap1 Nrf2 FP: -1.1; CAL PDZ FP-2: -0.1; Cardiac RTF inh: 13.2; SR-BI uptake up: -8.9

How did Cc1ccc(NC(=O)Nc2ccc(Cl)c(Cl)c2)nc1 do in these assays?
RTF Ca sens act: 2.4; DAGLB inhibitor: -2.9; C-LANA FP: -1.9; PKA-R2B act: 1.4; CAL PDZ FP-1: -0.1; Rtt109 HAT inh: -3.9; Keap1 Nrf2 FP: 0.2; CAL PDZ FP-2: -0.8; Cardiac RTF inh: 3.0; SR-BI uptake up: -7.3

What do the screens show for `NC(=S)Nc1ncc(C(F)(F)F)cc1Cl`?
RTF Ca sens act: -4.0; DAGLB inhibitor: -0.3; C-LANA FP: 0.1; PKA-R2B act: 0.4; CAL PDZ FP-1: -1.1; Rtt109 HAT inh: 1.8; Keap1 Nrf2 FP: 0.3; CAL PDZ FP-2: -1.6; Cardiac RTF inh: 7.3; SR-BI uptake up: 11.2

What do the screens show for `CCOc1ccccc1NC(=S)N(CCC(C)C)C1CCN(C(C)=O)CC1`?
RTF Ca sens act: -2.9; DAGLB inhibitor: -0.2; C-LANA FP: -0.2; PKA-R2B act: -14.2; CAL PDZ FP-1: -3.8; Rtt109 HAT inh: 32.3; Keap1 Nrf2 FP: 0.7; CAL PDZ FP-2: 10.6; Cardiac RTF inh: -5.0
